SRC3 TRFRET art = TR-FRET detection interference compounds, artefact control for PPARgamma SRC-3 recruitment agonists, biochemical, TR-FRET ratio; TR-FRET artefact counter-screen, PPARgamma/SRC-3 format; stronger effect = higher value; 99,000 compounds, 0.39% hits; TR-FRET ratio at 8 µM; AID 1048, 2008; in the data active means TR-FRET ratio above about 2000; further: inactives centre near 1600
SRC1 TRFRET art = TR-FRET detection interference compounds, primary screen, artefact control for PPARgamma SRC-1 recruitment agonists, biochemical, TR-FRET emission ratio; TR-FRET detection artefact counter-screen; stronger effect = higher value; TR-FRET ratio at 8 µM; 99,000 compounds, 0.34% hits; in the data active means TR-FRET ratio above about 2300; further: inactives centre near 1800
Numbers without * were called inactive. These rows are one share of the data, so the mix of outcomes need not match the whole.

SMILES	SRC3 TRFRET art	SRC1 TRFRET art
O=C(Cc1nnc(NC(=O)c2ccccc2)s1)N/N=C/c1ccco1	1368	1698
Cc1ccc(OCC(=O)NNC(=O)CSc2ncc(C#N)c(N)n2)cc1	1616	1815
O=C(NC(=S)Nc1ccccc1[N+](=O)[O-])c1ccco1	1546	2158
N=c1c[n+](N2CCOCC2)[n-]o1	1602	1795
CC(C)Oc1ccc(/C=C(\NC(=O)/C=C/c2ccco2)C(=O)NCCc2nc3ccccc3[nH]2)cc1	1640	2023
O=C(NC(NC(=S)Nc1cccc(C(=O)O)c1)C(Cl)(Cl)Cl)OCc1ccccc1 (stereo not drawn)	1823	1901
CC1(C(=O)NCc2ccc(F)cc2)Oc2ccccc2NC1=O (stereo not drawn)	1454	1511
COc1ccc([N+](=O)[O-])cc1NC(=O)CCN1CCN(c2ccccc2OC)CC1	1641	1699
CC1CCN(C(=O)c2ccc(S(=O)(=O)Cc3cccc(F)c3)c([N+](=O)[O-])c2)CC1	1499	1751
CC(C)OC(=O)CC1C(=O)NCCN1C(=S)NC(=O)c1ccccc1Cl (stereo not drawn)	1797	2002
CCn1c(SC)nnc1-c1nn(-c2ccccc2)ccc1=O	1477	1842
COc1cc(/C=C2/SC(=S)N(c3c(C)n(C)n(-c4ccccc4)c3=O)C2=O)ccc1O	1313	1643
CCOc1ccc2c(c1)C(c1cccs1)=NNC(c1cccnc1)=N2	1615	1769
CCCC(=O)N1CCN(c2ccc(NC(=O)C(C)(C)C)cc2Cl)CC1	1505	1681
CC(=O)Oc1ccc(C2(C)CC(C)(C)NC(=S)N2C)c(OC(C)=O)c1 (stereo not drawn)	1439	1910
COc1cccc(Nc2nnc(SCc3nc4ccccc4s3)s2)c1	1529	1911
COc1cc(C(=O)NCCC(C)C)ccc1OCc1ccc(Cl)cc1Cl	1559	1879
CCN(CC)C(=O)C1CCCN(c2ccc([N+](=O)[O-])cc2)C1 (stereo not drawn)	1579	1647
Cc1c(NC(=O)Nc2ccc(Cl)c(Cl)c2)c(=O)n(-c2ccccc2)n1C	1234	2000
COc1ccccc1N1CCN(C(=O)c2oc3ccc(Br)cc3c2C)CC1	1565	1664
C/C(=N\NC(=O)Cn1c(-c2ccccn2)nc2ccccc21)c1ccccc1	1570	2013
O=C(N/N=C/c1cccc(Br)c1)c1ccc(Cn2cc(Br)cn2)o1	1574	1916
COC(=O)c1ccc(N2CCN(C)CC2)c(NC(=O)c2cccnc2)c1	1508	1553
CCOCCCNC(=O)C(c1ccccc1)N(Cc1ccc2c(c1)OCO2)C(=O)c1ccccc1O (stereo not drawn)	1414	1812
CN(C(=O)Nc1ccc(Cl)cc1Cl)C1CCCC1	1635	2102
Cc1ccc(NC(=O)COC(=O)/C=C/c2ccco2)cc1S(=O)(=O)N(C)C	1795	2044
Cc1ccc(C(=O)N2CCn3c(C)ccc3C2C)cc1 (stereo not drawn)	1453	1584
CCO[C@@H]1OC(C(=O)N2CCN(C)CC2)=C[C@H](C(C)(C)C)[C@H]1CCCO	1597	1516
O=C(NNS(=O)(=O)c1ccccc1[N+](=O)[O-])c1cccc([N+](=O)[O-])c1	1688	1634
CC(=O)c1ccc(Cc2ccccc2)cc1	1613	1675
CCOC(=O)CC1C(=O)NCCN1S(=O)(=O)c1ccc(F)cc1 (stereo not drawn)	1642	1910
Cn1c(SCC2CCCO2)nnc1-c1cccc([N+](=O)[O-])c1 (stereo not drawn)	1443	1887
N#Cc1c2n(c(=S)n(-c3ccc(OC(F)F)cc3)c1=O)CCCCC2	1614	1757
Cc1ccc(C(=O)COC(=O)C(C)N2C(=O)C3C4C=CC(C4)C3C2=O)cc1 (stereo not drawn)	1502	1785
COC(=O)c1ccc(NC(=O)CN2C(=O)CCC2=O)cc1	1380	1693
COc1cc(/C=C/c2nc3ccccc3s2)cc(OC)c1O	1754	1696
CCOC(=O)C1(Cc2ccc(OC)cc2)CCN(C(=O)c2cc3ccccc3[nH]2)CC1	1503	1942
O=C(NCC1CCCO1)/C(=C\c1ccco1)NC(=O)c1ccc(Cl)cc1 (stereo not drawn)	1284	1664
CCc1cc(CC)c(/C=N/NC(N)=O)c(CC)c1/C=N/NC(N)=O	1594	1741
CC1=C(C(=O)N(C)C)C(c2cccc(Cl)c2)NC(=O)N1 (stereo not drawn)	1533	2046

Shown as a markdown table: five of the compounds above.
| SMILES | SRC3 TRFRET art | SRC1 TRFRET art |
| --- | --- | --- |
| CCCC(=O)N1CCN(c2ccc(NC(=O)C(C)(C)C)cc2Cl)CC1 | 1505 | 1681 |
| CC(=O)Oc1ccc(C2(C)CC(C)(C)NC(=S)N2C)c(OC(C)=O)c1 (stereo not drawn) | 1439 | 1910 |
| COc1cccc(Nc2nnc(SCc3nc4ccccc4s3)s2)c1 | 1529 | 1911 |
| COc1cc(C(=O)NCCC(C)C)ccc1OCc1ccc(Cl)cc1Cl | 1559 | 1879 |
| CCN(CC)C(=O)C1CCCN(c2ccc([N+](=O)[O-])cc2)C1 (stereo not drawn) | 1579 | 1647 |

The listing continues:
SMILES	SRC3 TRFRET art	SRC1 TRFRET art
COc1ccc(C2C(C(=O)NCCN(C)C)c3cc(OC)c(OC)cc3C(=O)N2C)cc1OC (stereo not drawn)	1538	1665
COc1ccc(N2C(=O)CSC2c2cccc(OC)c2OC)cc1 (stereo not drawn)	1613	1969
CC(=O)NNC(=S)NCCc1ccccc1	1620	1464
CCOC(=O)Nc1ccc(Cc2ccncc2)cc1	1554	1666
CCN1CCN(c2ccc([N+](=O)[O-])cc2S(=O)(=O)N2CCOCC2)CC1	1520	1724
Cn1c2c(c(O)c(-c3ccccc3)c1=O)C(=O)CC(C)(C)C2	1706	1762
Cc1ccc(C2=NC3(CCCC3)N=C2SCC(=O)Nc2ccc3c(c2)OCCO3)cc1	1491	1632
Fc1cccc(NC(=S)NCc2ccc(Cl)cc2)c1	1561	1705
O=C(NNS(=O)(=O)c1ccc(Br)cc1)c1csnn1	1326	1547
CN1CCN(S(=O)(=O)c2ccc(N3CCN(C(=O)c4ccccc4)CC3)nc2)CC1	1370	1784
CCOc1ccc(NC(=S)NN2CCN(C)CC2)cc1	1508	1701
O=C(COc1ccc(Cl)cc1)OCC(=O)N1CCCC1	1400	1677
Cn1cc([N+](=O)[O-])c(C(=O)Nc2ccc(C3CCCCC3)cc2)n1	1656	1453
C#CCOCCOCCOCCNc1nc(N2CCN(C(=O)[C@H]([C@@H](C)CC)n3cc([C@@H](N)CC(C)C)nn3)CC2)nc(N2CCN(C(=O)[C@H](CCCCN)n3cc([C@@H](N)CO)nn3)CC2)n1	1651	1661
O=C(NNC(=O)c1cccnc1SCc1cccc([N+](=O)[O-])c1)c1ccc(F)cc1	1691	1628
Cc1cc(/C=N/NC(=O)C(=O)NCc2ccccn2)c(C)n1-c1cccc(Br)c1	1491	1597
Cc1ccccc1N=Cc1cc2c(cc1[N+](=O)[O-])OCO2	1639	1835
Cc1c(Cl)c([N+](=O)[O-])nn1CCCC(=O)Nc1cccc(Cl)c1	1667	1937
O=C(CCSCc1ccccc1Cl)NCc1cccs1	1723	2618*
C=CCn1c(=O)c2ccccc2n2c(SCC(=O)Nc3sc(C(=O)N(CC)CC)c(C)c3C(=O)OCC)nnc12	1433	1734
CCn1cc(Br)c(C(=O)Nc2nccs2)n1	1496	1799
Cc1cccc(NC(=O)c2cnc3sccn3c2=O)c1	1566	2047
O=C(Cn1nnc(-c2ccc(Cl)cc2)n1)NCc1ccco1	1523	1817
COc1ccc(NC(=O)CSc2c3c(nc4ccccc24)CCC3)c(OC)c1	1537	1813
CC(=O)Oc1cccc(N2C(=O)c3ccc(C(=O)Nc4c[nH]c(=O)[nH]c4=O)cc3C2=O)c1	1564	1945
CCOC(=O)c1ccccc1NC(=O)C=C(C)C	1561	1935
CC(C)(O)C#Cc1ccc(CN2CCCC(CO)(Cc3cccc(Cl)c3)C2)cc1 (stereo not drawn)	1427	1564
CCc1cc(C(=O)N/N=C/c2c(C)[nH]c3ccccc23)cs1	1486	1686
COc1ccccc1/C=C/C(=O)Oc1cccc2cccnc12	1587	1965
CCN(c1ccccc1)S(=O)(=O)c1ccc(Cl)c(C(=O)O)c1	1448	1762

Record cards, from the list above. Values in the order: SRC3 TRFRET art, SRC1 TRFRET art
`CC(=O)Oc1cccc(N2C(=O)c3ccc(C(=O)Nc4c[nH]c(=O)[nH]c4=O)cc3C2=O)c1` in the list: 1564, 1945
`O=C(Cn1nnc(-c2ccc(Cl)cc2)n1)NCc1ccco1` in the list: 1523, 1817
`COc1ccccc1/C=C/C(=O)Oc1cccc2cccnc12` in the list: 1587, 1965
`Cc1cccc(NC(=O)c2cnc3sccn3c2=O)c1` in the list: 1566, 2047
`CCn1cc(Br)c(C(=O)Nc2nccs2)n1` in the list: 1496, 1799

Retrieved by compound from the entries so far:
SMILES	SRC3 TRFRET art	SRC1 TRFRET art
COc1ccc(NC(=O)CSc2c3c(nc4ccccc24)CCC3)c(OC)c1	1537	1813
CC(C)(O)C#Cc1ccc(CN2CCCC(CO)(Cc3cccc(Cl)c3)C2)cc1 (stereo not drawn)	1427	1564
O=C(Cn1nnc(-c2ccc(Cl)cc2)n1)NCc1ccco1	1523	1817
CCN(c1ccccc1)S(=O)(=O)c1ccc(Cl)c(C(=O)O)c1	1448	1762

Further records:
SMILES	SRC3 TRFRET art	SRC1 TRFRET art
C1=CCC(CN2CCN(C3CCCCCC3)CC2)CC1 (stereo not drawn)	1280	1631
Cc1cc(C)n(/N=C/c2cc(Cl)cc(Cl)c2O)c(=O)c1	1689	1871
O=C(COc1ccc2c3c(c(=O)oc2c1)CCC3)NC1CCCCC1	1529	1884
Cc1cccc(NC(=S)NCCc2ccc(S(N)(=O)=O)cc2)c1C	1566	1776
O=[N+]([O-])c1ccc(CSc2ncnc3ccccc23)cc1	1735	2184
COc1cc(CN2CCN(c3cccc(C)c3C)CC2)cc(OC)c1O	1618	1696
COc1cccc(CN2CCN(C(=O)CC(C)C)CC2)c1	1535	1763
COc1ccc(COc2ccccc2C(N)=O)cc1F	1541	1792
Cc1ccc(SCC(=O)NCCSCc2ccccc2)cc1	1654	1628
O=C(c1ccc([N+](=O)[O-])cc1)N1CCN(C(=O)c2ccco2)CC1	1589	1499
CCN(CC)CCn1c(SCC(=O)NCCC2=CCCCC2)nc2c(sc3ccccc32)c1=O	1336	1931
Cc1cc(C(=O)COC(=O)c2ccncc2)c(C)n1Cc1ccco1	1691	1796
COc1ccc2nc3ccccc3nc2c1NC(=O)c1ccccc1Cl	1507	1880
O=C(O)c1ccc(Nc2ncnc3scc(-c4ccccc4)c23)cc1	1444	1564
Cc1ccc(-n2cc(S(=O)(=O)c3ccc(C)cc3)[nH]c2=O)cc1	1655	1810
Cc1ccccc1CN1C[C@@H]2C[C@@H](c3cnc(N4CCOCC4)s3)N3CCC[C@@]23C1=O	1610	1926
Cc1cc(/C=C(\C#N)C(=O)Nc2ccc(Cl)cc2)c(C)n1-c1ccc(N2CCOCC2)c([N+](=O)[O-])c1	1641	1796
COc1ccc(/C=C2\N=C(C)N(c3ccc4ccccc4c3)C2=O)cc1OC	1781	1744
Cc1cc(OCCCCN2C(=O)NC(C)(C)C2=O)ccc1[N+](=O)[O-]	1451	1563
O=C(c1ccccc1F)N1CCN(c2ccc([N+](=O)[O-])c(N3CCOCC3)c2)CC1	1541	1907
CCOC(=O)CC(=O)NC(CC(=O)OC)c1ccc(Br)cc1 (stereo not drawn)	1802	1718
COc1ccc(N(C(=O)Cn2nnc3ccccc32)C(C(=O)NC(C)(C)C)c2ccc(OC)c(O)c2)cc1 (stereo not drawn)	1586	1855
O=C(CN1CCCC1)N1c2ccccc2C=Cc2ccccc21	1490	1905
CCCCCCCCNC(=O)c1cccnc1SCC(=O)Nc1ccccc1OC	1507	1896
CC12CN3CC(C)(CN(C1)C3c1ccccc1)C2O (stereo not drawn)	1597	1941
COc1ccc(OC)c(N(CC(=O)Nc2ccc3c(c2)OCCO3)S(C)(=O)=O)c1	1453	1372
COCCNC(=S)N/N=C(\C)c1ccc(Cl)c(Cl)c1	1664	2216
COc1ccc2nc(C)cc(Nc3ccccc3O)c2c1	1466	1520
C/C(CCc1ccccc1)=N\NC(=O)C(=O)Nc1cccc(Cl)c1	1576	1695
COc1cccc(NC(=O)N2CCCC2C(=O)NCc2ccccc2F)c1 (stereo not drawn)	1755	1968
COc1ccc(N2C(=O)C(Cl)=C(Nc3ccc(OC)cc3OC)C2=O)cc1	1436	1829
O=C(N[C@@H](c1ccccc1)[C@@H]1C[C@H]1C(=O)NCc1ccccn1)OCc1ccccc1	1673	1657
CC(Oc1cc(F)ccc1[N+](=O)[O-])C(=O)Nc1ccc(S(=O)(=O)N2CCCC2)cc1 (stereo not drawn)	1582	1715
O=C(NCCCCc1ccccc1)c1ccccc1	1729	1780
Cc1ccc(/C=C/C(=O)Nc2nccs2)o1	1949	1888
C[C@@H]1C=C(C(=O)N2CCN(Cc3ccc4c(c3)OCO4)CC2)O[C@H](OCCCCO)C1	1724	1848
CC1CCC(C(C)C)C(OC(=O)C[n+]2cc(-c3ccc(Cl)cc3)n3c2CCCCC3)C1 (stereo not drawn)	1326	1684
CN(C)c1ccc(/C=N/O)cc1	1590	1691
O=C(CSc1nc2ccc([N+](=O)[O-])cc2[nH]1)NC1CCCCCC1	1741	1653
C=CCn1cnc2c(nnn2-c2ccc(Cl)cc2)c1=O	1457	1556
COc1ccc(-n2c(SCC(=O)c3ccc[nH]3)nnc2-c2ccccc2)cc1	1409	1661
COCCN1C(=O)N[C@@H](c2ccco2)C(C(C)=O)=C1C	1503	1616
Cc1ccccc1C(=O)NC1CCN(CC(=O)NCc2cccs2)CC1	1694	1740
Cc1ccc(OP(=O)(Nc2c(C)n(C)n(-c3ccccc3)c2=O)Oc2ccc(C)cc2)cc1	1962	1379
COc1ccccc1NC(=O)Nc1ccccc1Br	1420	2021
c1ccc(-c2noc(CC3CCCCC3)n2)nc1	1372	1705
Cc1nc2cc(-c3cccc(F)c3)nn2c(C)c1CCC(=O)NC(C)c1ccc2c(c1)OCCO2 (stereo not drawn)	1518	1822
S=C(NCc1ccncc1)NC1CCCC1	1614	1640

Screening results as filed in PubChem BioAssay.
